FLuc counter: counter-screen for miR-21 project: firefly luciferase inhibitors or activators; hit rate 6.9% among 360,000; P08659; Potency, µM (series often up to 57.5 µM), for the others: top-dose activity change, negative = inhibition, actives largely listed as inhibitors; AID 588342; purified FLuc, Km substrates, luminescence inhibition;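 also: plate controls were vehicle for no effect and reference inhibitor for full effect; nearly all actives have a fitted effect of over 55% in size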
Target sequence (P08659 whole entry, looked up): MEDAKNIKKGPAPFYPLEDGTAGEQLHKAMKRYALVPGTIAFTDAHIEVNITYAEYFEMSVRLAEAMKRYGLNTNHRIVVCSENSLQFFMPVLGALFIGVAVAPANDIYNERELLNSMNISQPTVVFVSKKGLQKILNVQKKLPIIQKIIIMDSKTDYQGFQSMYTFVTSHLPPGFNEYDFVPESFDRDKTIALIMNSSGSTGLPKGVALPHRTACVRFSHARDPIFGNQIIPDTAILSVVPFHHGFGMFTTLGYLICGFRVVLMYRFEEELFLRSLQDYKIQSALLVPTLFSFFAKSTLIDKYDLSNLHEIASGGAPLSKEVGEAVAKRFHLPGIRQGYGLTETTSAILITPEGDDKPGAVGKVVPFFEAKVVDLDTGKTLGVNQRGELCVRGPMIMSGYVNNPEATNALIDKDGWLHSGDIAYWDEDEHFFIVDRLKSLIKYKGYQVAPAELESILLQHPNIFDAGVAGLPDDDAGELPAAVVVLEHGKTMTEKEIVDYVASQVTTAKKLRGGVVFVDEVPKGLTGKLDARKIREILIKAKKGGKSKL
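Purified P. pyralis luciferase, 10 nM final, with Km-level 10 uM D-luciferin and 10 uM ATP in 50 mM Tris acetate pH 7.5, 10 mM Mg acetate, 0.01% Tween-20, 0.05% BSA; 6-point qHTS titration about 60 µM downward; luminescence read.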
MBNL1 CUG block: inhibitors of human MBNL1 binding to CUG repeat RNA. hit rate 0.036% among 280,000. TR-FRET MBNL1-His/biotin-(CUG)12 binding, 665/545 ratio. Potency, µM (doses to about 57.5 µM), inactives show top-dose activity change, negative = inhibition, actives largely listed as inhibitors; active = well fitted inhibition curve with a large enough effect in the signal ratio, with a control signal flat, not every such curve was filed as active; inconclusive = small, poorly fitted or top-dose-only effect, or effect the other way, or a change in a side signal; inactive = no such curve, though single readings can be large or run the other way; the % refers to the signal ratio; also: % is scaled to controls: 0 for no effect and ±100 for the full control effect
Target sequence (Q9NR56 whole entry, looked up): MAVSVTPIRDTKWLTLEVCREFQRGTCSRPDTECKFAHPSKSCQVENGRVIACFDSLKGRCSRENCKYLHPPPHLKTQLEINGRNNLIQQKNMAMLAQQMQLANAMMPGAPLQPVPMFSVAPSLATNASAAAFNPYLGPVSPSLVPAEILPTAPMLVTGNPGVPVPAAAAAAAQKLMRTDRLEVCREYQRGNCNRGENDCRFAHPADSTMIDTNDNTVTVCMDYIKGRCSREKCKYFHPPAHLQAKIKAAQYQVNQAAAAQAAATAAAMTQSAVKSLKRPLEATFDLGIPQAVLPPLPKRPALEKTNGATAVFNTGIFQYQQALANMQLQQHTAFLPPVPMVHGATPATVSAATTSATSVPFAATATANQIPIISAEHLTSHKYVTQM
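Compound titration spanned 92 nM–58 uM against the MBNL1-His/biotin-(CUG)12 complex. After 60 min at room temperature with 5 nM streptavidin-XL665 and 0.055 ng/ul terbium anti-His, ratiometric 665/545 nm emission (Ex 340 nm) normalized to controls.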
p53 reactivation: mutant p53 re-activation in reporter cells; H1299 p53-A138V BP100-luciferase reporter, luminescence, 24 h; Potency, µM (series often up to 92.2 µM), without a hit: top-dose activity change, positive = activation, actives largely listed as activators; hit rate 0.063% among 320,000; also: % of control where 0% means no effect; nearly all actives have a fitted effect of over 45% in size
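H1299 (p53-null), stable ts p53-A138V + BP100-Luc; 1000 cells/well, Opti-MEM/10% FBS; cpd 4 pt, 1:5; 24 h, 37 deg C, 5% CO2; detection reagent 10 min RT; luminescence.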
Rab9 promoter act: Rab9 promoter activation. hit rate 2.8% among 320,000. Huh7 Rab9 promoter-luciferase reporter, luminescence, 24 h. Potency, µM (highest dose often 9.22 µM), for the others: top-dose activation, negative = inhibition, usual class: activators. AID 485297; also: % of control where 0% means no effect; nearly all actives have a fitted effect of over 60% in size
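Luciferase signal after 10 min detection reagent at ambient indicates Rab9 promoter upregulation; stably transfected Huh7 cells were treated 24 h with compound in DMSO at 37 °C, 5% CO2.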
Gal4-VP16 FLuc: Gal4-VP16 reporter inhibition counter-screen | Drosophila S2 Gal4-VP16 UAS-luciferase, luminescence, 20 h | AID 2546 | hit rate 3.5% among 310,000 | Potency, µM (top dose mostly 53.6 µM), inactives show at the highest dose activity, negative = inhibition, usual class: inhibitors;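 also: Gal4-VP16 expression switched on by copper sulfate through the metallothionein promoter; % is scaled to controls: 0 for no effect and ±100 for the full control effect; nearly all actives have a fitted effect of over 50% in size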
uPA surface inh: cell surface uPA generation inhibition. cell surface uPA generation assay, qHTS. Potency, µM (titrated, usually from 38.3 µM), for inactives: at the highest dose activity change, negative = inhibition, actives largely listed as inhibitors. hit rate 0.31% among 330,000. AID 540303; active = well fitted inhibition curve with a large enough effect; inconclusive = small, poorly fitted or top-dose-only effect; inactive = no such curve, though single readings can be large or run the other way; tested in mouse RAW 264.7 cells; also: % is scaled to controls: 0 for no effect and ±100 for the full control effect; nearly all actives have a fitted effect of over 55% in size
ELG1 genotox: inducers of genotoxicity in HEK293T ELG1-luciferase cells; Potency, µM (highest dose often 46 µM), without a hit: at the highest dose activity change, positive = activation, actives largely listed as activators; hit rate 1.3% among 330,000; HEK293T ELG1-luciferase reporter, luminescence, 16 h; also: % of control where 0% means no effect; nearly all actives have a fitted effect of over 60% in size
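ELG1-luciferase HEK293T cells, 2,000/well; compound pinned in; 16 hr, 37 °C, 5% CO2; ONE-Glo, 30 min RT; luminescence on CCD imager.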
NPC1 promoter act: NPC1 promoter activation. Huh7 NPC1 promoter luciferase reporter, 24 h. Potency, µM (titrated, usually from 9.22 µM), without a hit: at the highest dose activation, hits mostly activators. hit rate 2.4% among 320,000;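 also: % of control where 0% means no effect; nearly all actives have a fitted effect of over 60% in size; reporter is driven by a mutant NPC1 promoter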
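Readout is luciferase luminescence, reflecting NPC1 promoter activation in stably transfected Huh7 cells after 24 h compound exposure at 37 °C in reduced-serum medium with 10% FBS.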
RORg inh: ROR gamma (mouse) transcription inhibition; P51450; Drosophila S2 Gal4-RORgamma UAS-luciferase reporter, 20 h; Potency, µM (titrated, usually from 53.6 µM), for inactives: top-dose activity change, negative = inhibition, actives largely listed as inhibitors; hit rate 5.4% among 310,000; AID 2551; also: % is scaled to controls: 0 for no effect and ±100 for the full control effect; nearly all actives have a fitted effect of over 60% in size
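ROR gamma transcriptional activity was tracked as Gal4-UAS luciferase output in stably transfected Drosophila Schneider cells, with compound added 1 hr before 700 uM copper sulfate induction and a 20 hr ambient-temperature incubation.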
BRCA1 expr up: BRCA1 expression activation; MCF7-BRCA1-FFLuc reporter, luminescence, 48 h; response scale: scaled: vehicle 0%, 10 µM genistein 100%; Potency, µM (titrated, usually from 46.1 µM), for the others: at the highest dose activation, most hits filed as activators; hit rate 1.1% among 380,000; AID 624202; also: nearly all actives have a fitted effect of over 80% in size; some results filed as inactive show a strong effect at the top dose
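Cells: MCF7-BRCA1-FFLuc, 2000/well. Exposure: 48 h, 37 °C, 5% CO2. Read: luminescence, 15 min post-substrate. Controls: genistein 10 microM (maximal activation), DMSO (neutral).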
* = called active by the depositor; u = inconclusive; x = no result given; & = joins results of further samples; [ ] = remark or other dose. Unless noted, calls follow the shape of the dose curve; as a rule, active = well fitted curve in the direction sought with a large enough effect; inconclusive = small, poorly fitted or top-dose-only effect, or another doubt; inactive = no such curve, though single readings can be large; an effect the other way counts as inactive or inconclusive. Potency is read from the fitted curve at half-maximal effect.

Results follow in this order: FLuc counter, MBNL1 CUG block, p53 reactivation, Rab9 promoter act, Gal4-VP16 FLuc, uPA surface inh, ELG1 genotox, NPC1 promoter act, RORg inh, BRCA1 expr up
COc1ccc(C(=O)NCc2ccccc2C)cc1S(=O)(=O)NC1CCCC1
→ x, x, -8%, x, x, u, 2%, x, x, -11%
COc1ccc(S(=O)(=O)N2CCOCC2)cc1NC(=O)Cc1ccccc1Cl
→ 2%, x, -11%, -3%, 7%, -4%, 0%, 2%, 31%, -7%
Cc1ccccc1NC(=O)N1CCC(C(=O)c2ccc(F)cc2)CC1
→ 5%, -7%, -1%, -1%, -2%[10 µM], 0%, -12%, -3%, -1%, 26%
O=C(NCc1ccco1)/C(=C/c1cccc([N+](=O)[O-])c1)NC(=O)c1ccco1
→ -1%, u, 13%, 8%, -21%, -5%, 2%, 2%, -4%, -6%
COCCC(=O)N1CCC(Oc2ccc(C(=O)NCc3cccc(C)n3)cc2)CC1
→ 4%, 2%, 2%, 3%, -5%, 4%, 3%, 7%, -4%, 2%
CCOCCOC(=O)c1[nH]c2c(c1C)C(=O)CC(c1cc(OC)c(OC)c(OC)c1)C2 (stereo not given)
→ 3%, 1%, 8%, -19%, u, -9%, -6%, -13%, u, -50%
CCN(c1ccc(C)cc1)S(=O)(=O)c1nnc(NC(=O)c2ccco2)s1
→ 0%, 2%, -5%, -15%, -9%, -10%, 0%, 2%, 23%, -24%
CC(=O)Nc1cc[n+](CC(=O)c2ccc(Cl)cc2)cc1
→ 0%, -3%, -2%, -5%, 1%, 3%, -4%, -2%, -6%, 0%
N#Cc1c(NC(=O)c2cnn3cccnc23)sc2c1CCCC2
→ u, -3%, 1%, u, -10%[10 µM], 4%, u, u, 7%, 80%
O=C(CSc1nnc(SCC(=O)NCc2ccc3c(c2)OCO3)s1)NCc1ccc2c(c1)OCO2
→ -2%, 0%, 0%, -7%, 12%, x, 2%, 9%, 31%, 3%
COc1ccc(/C=C/C=C2\N=C(SC)SC2=O)cc1
→ 5.4µM*, x, 25%, 18%, -1%, 0%, 2%, 25%, 15%, -8%
CCc1ccc(NC(=O)N2CCN(c3ccc(F)cc3)CC2)cc1
→ -1%, -6%, -5%, 5%, 0%, 0%, -3%, -2%, -1%, 12%
CCn1c(COc2ccccc2OC)nnc1SCC#N
→ -1%, -5%, 1%, -10%, -5%, 3%, -4%, -4%, 3%, 6%
O=[N+]([O-])c1cccc(-c2noc(-c3ccco3)n2)c1
→ 9.5µM*, u, 3%, 2.5µM*, u, -22%, u, 3.5µM*, u, 18%
COc1cc(/C(C#N)=C/c2cccc3ccccc23)c([N+](=O)[O-])cc1OC
→ 2%, 3%, 1%, -6%, -11%, 5%, 5%, 3%, -34%, -7%
O=C(Nc1ccc(Cl)cc1)OCc1ccccn1
→ 12µM*, -10%, u, 2.2µM*, u, -3%, 18%, 2.5µM*, u, 3.5µM*
CCOc1ccccc1NC(=O)C(CC)Sc1nc2ccncc2[nH]1 (stereo not given)
→ 2%&-10%, -16%, -3%, 20%, -5%, 4%, -5%, -1%, -23%, -25%
COc1ccc(NC(=O)C(=O)NCCC2CCCCN2S(=O)(=O)c2ccccc2)cc1 (stereo not given)
→ -17%, x, -7%, -35%[inhibitor], x, u, -2%, -31%[inhibitor], x, -68%
COc1cc(CN2CCN(C(=O)c3ccc(-c4ccccc4)cc3)CC2)cc(OC)c1OC
→ 21µM*, 4%, 6%, 12%, 4%, -4%, u, 6%, 9%, 0%
CCCS(=O)(=O)N1CCC(C(=O)NCc2ccc3c(c2)OCO3)CC1
→ -1%, -6%, -5%, -3%, -2%, -27%, 3%, -4%, -3%, -4%
Cc1ccc(S(=O)(=O)N(C)C[C@@H]2Oc3ccc(NC(=O)CCC(F)(F)F)cc3CC(=O)N([C@@H](C)CO)C[C@@H]2C)cc1
→ x, x, 11%, x, x, u, 10%, x, x, -55%
C=CC[C@H](CC(=O)NCCO)C(=O)N[C@@H](C)COC(=O)[C@@H](CC=C)CC(=O)OC(C)(C)C
→ x, x, 1%, x, x, 2%, 0%, x, x, 0%
O=C(N/N=C/c1ccc(Cl)cc1)c1nc2ccc([N+](=O)[O-])cc2c(=O)[nH]1
→ u, 24%, -1%, -2%, -11%, 7%, -2%, 0%, 1%, 2%
O=C(N/N=C/c1cccc(O)c1)C(=O)N1CCCCCC1
→ 3%, 11%, -3%, 0%, -2%, 9%, -1%, 0%, -9%, -4%
COc1ccc(NC(=O)c2ccc(-n3cncn3)c([N+](=O)[O-])c2)cc1
→ 4%, u, -1%, -14%, 2%, -2%, -15%, -4%, 22%, 2%
N#Cc1cc([N+](=O)[O-])ccc1Oc1ccc(-c2nnco2)cc1
→ 1%, u, 2%, -4%, 0%, -3%, -1%, 2%, -7%, -5%
COc1ccc(CC2(CO)CCN(S(=O)(=O)c3cccc4cccnc34)CC2)cc1
→ -1%, 5%, x, -3%, -6%, -14%, -4%, 5%, 31%, -8%
Cn1c2ccccc2n2c(=O)c(=O)n(CC(=O)c3ccc(Cl)cc3)nc12
→ 4%, 5%, 6%, 2%, 2%, 1%, 1%, 0%, 5%, -15%
Cc1nc(C)c(C(=O)OCC(=O)Nc2cccc(C)c2C)s1
→ -1%, x, -6%, 1%, x, -1%, -1%, -1%, x, -3%
CCC(C)N1C(=O)CCC1C(=O)N1CCN(c2ccc(F)cc2)CC1 (stereo not given)
→ 0%, -6%, 0%, 2%, 8%, 2%, 0%, 1%, 8%, -9%
Cc1cc(S(=O)(=O)NCC(C)C)ccc1OCC(=O)NC1CC1
→ 1%, -6%, 15%, -1%, -1%, 1%, 7%, -3%, 26%, 2%
O=C(O)CC12CC3CC(C1)CC(n1ncc(NCc4ccccc4)c(Cl)c1=O)(C3)C2
→ 4%, 16%, -1%, -2%, -3%, -5%, 4%, -4%, 10%, 3%
Cc1ccccc1C(=O)N/C(=C/c1ccc(-c2cccnc2Cl)o1)C(=O)NCCCN1CCN(C)CC1
→ 2%, u, 0%, -6%, 1%, 2%, 9%, 3%, -2%, -5%
Cc1cc(C#N)c2ccccc2n1
→ 8%, 20%, 4%, 1%, 7%, -5%, 2%, -1%, -10%, 16%
CCOc1cc(S(=O)(=O)NCc2ccccn2)ccc1Cl
→ 0%, -9%, 1%, 13%, -5%, 0%, 1%, -5%, -39%, 13%
COc1cc(NC(=O)CSc2nc3c(c(=O)n(C)c(=O)n3C)n2C)cc(OC)c1
→ 2%, 33%[activator], 1%, 1%, 7%, 1%, 0%, -3%, -38%, -3%
CC(=O)Nc1ccc(OCc2nnc(-c3ccc(Cl)cc3)o2)cc1
→ u, -4%, u, 20%, 25%, 12%, 18%, 14%, 18%, 29%
c1ccc(-c2ccc(-c3nc(-c4cccnc4)no3)cc2)cc1
→ 1.3µM*, -2%, 36%, u, -8%, -22%, 2.3µM*, 1.3µM*, 31%, 1%
CCC(=O)Nc1nc2nc(C)cc(=O)n2[nH]1
→ 8%, -7%, 5%, 0%, u, 1%, -9%, 5%, -14%, 19%
O=C(COc1ccccc1)Nc1cccc(-c2cn3cccnc3n2)c1
→ 15µM*, u, -8%, u, -6%, -4%, -7%, 14%, 16%, 26%
CCCNC(=O)NC(=O)CN1CCCC1c1ccc2c(c1)OCCO2 (stereo not given)
→ -2%, -4%, 0%, 3%, -9%, 6%, 0%, -6%, 19%, -12%
O=C(Cn1c(=O)oc2ccccc21)N1CCCC1
→ -2%, -4%, -1%, -4%, -8%, 2%, -1%, -5%, 1%, 2%
O=C(COc1ccccc1[N+](=O)[O-])Nc1ccc(N2CCN(C(=O)c3cccs3)CC2)cc1
→ -2%, u, -4%, -8%, -16%, -14%, -16%, -14%, 35%, -80%
Cc1cc(NC(=O)CN2CCOCC2)n(-c2ccccc2)n1
→ -1%, -8%, 0%, -1%, -28%, 0%, 1%, -1%, -4%, -5%
NC(=O)C(=O)N/N=C/c1cccc(C(F)(F)F)c1
→ 5%, -4%, 7%, 1%, -2%, 3%, 1%, -2%, -22%, 20%
COCCN(Cc1cc2c(C)cc(C)cc2nc1Cl)C(=O)c1ccccc1F
→ -12%, -3%, 11%, -5%, -6%, 2%, -8%, -9%, 2%, -2%
CC1=C(C)CC(C(=O)Nc2nc(-c3ccc(C)cc3C)c(C)s2)C(C(=O)O)C1 (stereo not given)
→ 2%, -4%, 8%, -1%, 1%, 3%, -1%, -4%, 22%, -10%
O=C(NCCN1CCCC1)c1ccccc1Cl
→ -3%, -3%, 1%, -1%, -7%, 7%, -1%, 1%, -15%, 2%
COc1ccc(/C=C2\SC(=O)NC2=S)cc1OC
→ u, u, u, -3%, u, -12%, 12%, 3%, u, -25%
COC(=O)C(C)NC(=O)c1cn(-c2ccccc2OC)c(=O)c2ccccc12 (stereo not given)
→ 0%, -2%, 14%, -1%, 4%, 5%, 0%, -3%, 10%, 2%
Cc1cccc(C)c1NC(=O)c1ccc(CN2CCc3ccccc3C2)cc1
→ -7%, 3%, 1%, -7%, -3%, 4%, -11%, 7%, -1%, -50%
O=C(NC1CC2CCCC(C1)N2C(=S)Nc1ccc(Cl)cc1)C1CC1 (stereo not given)
→ 3%, -8%, -5%, 0%, 0%, -2%, -5%, 1%, 3%, 1%
CC12CCCCC1N(O)C(=O)C(=O)N2O (stereo not given)
→ 2%, 0%, 3%, -1%, 2%, 6%, 1%, -2%, -26%, 13%
